Screens as filed in PubChem.
RORg inh: inhibitors of mouse ROR gamma transcriptional activity | P51450 | Drosophila S2 Gal4-RORgamma UAS-luciferase reporter, 20 h | Potency, µM (highest dose often 53.6 µM), for the others: top-dose activity change, negative = inhibition, hits mostly inhibitors | 310,000 tested, 5.4% active; note: potency is the fitted concentration of half-maximal effect; % is set by controls: 0 for no effect and ±100 for the full control effect; nearly all actives have a fitted effect of over 60% in size
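In this cell-based reporter format, copper sulfate (700 uM final) drives Gal4–ROR gamma fusion expression from a metallothionein promoter in Drosophila Schneider cells; compounds preincubated 1 hr, reporter read after 20 hr at ambient temperature.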
NPC1 prom act: activates the NPC1 promoter | 320,000 tested, 2.4% active | Huh7 NPC1 promoter luciferase reporter, 24 h | Potency, µM (highest dose often 9.22 µM), inactives show at the top dose activation, most hits filed as activators;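 note: potency is the fitted concentration of half-maximal effect; % of control where 0% means no effect; nearly all actives have a fitted effect of over 60% in size; reporter is driven by a mutant NPC1 promoter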
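Huh7 reporter cells (NPC1 promoter driving luciferase) are dosed with compound for 24 h at 37 °C, 5% CO2; luciferase detection reagent is then added and luminescence measured after 10 min at ambient temperature.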
PKM2 activator: PKM2 (human) enzyme activation; purified PKM2, Kinase-Glo ATP luminescence, activation; response scale: 0% is enzyme alone, no compound; Potency, µM (top dose mostly 57.5 µM), for the others: at the highest dose activation, usual class: activators; 260,000 tested, 0.34% active; AID 1631; note: potency is the fitted concentration of half-maximal effect; % is set by controls: 0 for no effect and ±100 for the full control effect; nearly all actives have a fitted effect of over 55% in size
Target sequence (P14618 whole entry, looked up): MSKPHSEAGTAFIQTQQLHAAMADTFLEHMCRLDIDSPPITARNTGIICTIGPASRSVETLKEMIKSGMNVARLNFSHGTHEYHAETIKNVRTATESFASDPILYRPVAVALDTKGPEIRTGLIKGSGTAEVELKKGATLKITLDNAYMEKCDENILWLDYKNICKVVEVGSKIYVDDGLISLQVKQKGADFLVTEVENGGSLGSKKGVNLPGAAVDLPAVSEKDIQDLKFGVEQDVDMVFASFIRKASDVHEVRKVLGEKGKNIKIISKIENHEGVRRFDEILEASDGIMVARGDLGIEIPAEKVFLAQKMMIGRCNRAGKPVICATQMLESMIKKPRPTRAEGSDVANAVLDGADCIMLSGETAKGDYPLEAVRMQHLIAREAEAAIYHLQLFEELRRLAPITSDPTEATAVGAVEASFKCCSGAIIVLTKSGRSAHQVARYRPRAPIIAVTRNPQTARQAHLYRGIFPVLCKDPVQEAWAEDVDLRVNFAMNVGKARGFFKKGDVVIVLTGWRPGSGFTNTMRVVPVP
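ATP formation by purified human PK-M2, quantified via coupled luciferase luminescence after 1 h at room temperature with 0.1 mM ADP and 0.5 mM PEP final.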
p53 reactivation: re-activators of mutant p53. H1299 p53-A138V BP100-luciferase reporter, luminescence, 24 h. AID 504706. 320,000 tested, 0.063% active. Potency, µM (highest dose often 92.2 µM), inactives show top-dose activity change, positive = activation, most hits filed as activators; note: potency is the fitted concentration of half-maximal effect; % of control where 0% means no effect; nearly all actives have a fitted effect of over 45% in size
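p53-null H1299 cells stably carrying temperature-sensitive p53-A138V and a BP100-luciferase reporter were pinned with compounds (4-point, 1:5 series) and held 24 hrs at 37 deg C. Luminescence was read 10 min after detection reagent.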
Rab9 promoter act: activates the Rab9 promoter; Huh7 Rab9 promoter-luciferase reporter, luminescence, 24 h; Potency, µM (titrated, usually from 9.22 µM), inactives show at the top dose activation, negative = inhibition, usual class: activators; 320,000 tested, 2.8% active; note: potency is the fitted concentration of half-maximal effect; % of control where 0% means no effect; nearly all actives have a fitted effect of over 60% in size
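Huh7 cells stably carrying Rab9 promoter–luciferase reporter, plated 1500 cells/well, compound added after 2 h and incubated 24 h at 37 °C; luciferase luminescence then read after 10 min with detection reagent.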
Menin-MLL TR inh: menin-MLL binding inhibition, Texas Red mutant peptide; Menin + Texas Red MLL mutant peptide, fluorescence polarization; Potency, µM (series often up to 61.6 µM), inactives show at the highest dose FP activity change, negative = inhibition, hits mostly inhibitors; 270,000 tested, 0.23% active; AID 1768; active = well fitted inhibition curve with a large enough effect in the polarisation, with a control signal flat, not every such curve was filed as active; inconclusive = small, poorly fitted or top-dose-only effect, or effect the other way, or a change in a side signal; inactive = no such curve, though single readings can be large or run the other way; the % refers to the polarisation; note: potency is the fitted concentration of half-maximal effect; % of control where 0% means no effect; many of its hits are not listed in these tables
ELG1 genotoxic: inducers of genotoxicity in HEK293T ELG1-luciferase cells; HEK293T ELG1-luciferase reporter, luminescence, 16 h; 330,000 tested, 1.3% active; AID 504466; Potency, µM (top dose mostly 46 µM), for inactives: at the highest dose activity change, positive = activation, most hits filed as activators; note: potency is the fitted concentration of half-maximal effect; % of control where 0% means no effect; nearly all actives have a fitted effect of over 60% in size
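Quantitative HTS format in 1536-well plates. HEK293T ELG1-luciferase reporter cells receive test compound and are incubated 16 hr at 37 °C, 5% CO2; ONE-Glo added, 30 min room temperature, then luminescence read.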
BRCA1 expr act: BRCA1 expression activation; MCF7-BRCA1-FFLuc reporter, luminescence, 48 h; response scale: scaled: vehicle 0%, 10 µM genistein 100%; Potency, µM (titrated, usually from 46.1 µM), for the others: top-dose activation, actives largely listed as activators; 380,000 tested, 1.1% active; AID 624202; note: potency is the fitted concentration of half-maximal effect; nearly all actives have a fitted effect of over 80% in size; some results filed as inactive show a strong effect at the top dose
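Luminescence from a BRCA1-driven firefly luciferase in MCF7 cells was the read-out, taken 15 min after substrate addition following 48 h compound exposure at 37 °C. Data were normalized to a 10 microM genistein control and DMSO vehicle.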
Giardia kill: Giardia lamblia killing; AID 540267; 340,000 tested, 0.15% active; activity change, % at 7.66 µM, hits read low; Giardia lamblia trophozoite viability; in the data active = activity change below about -80%; inconclusive = between about -30% and that limit;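 note: parasites exposed to compound for two days anaerobically before the ATP read; % is set by controls: 0 for no effect and ±100 for the full control effect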
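ATP-content bioluminescence gauges trophozoite survival. Cells (100/well) receive compound and incubate anaerobically for 48 hrs at 37 deg C; detection reagent follows for 15-30 min at room temperature.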
Gal4-VP16 FLuc: Gal4-VP16 reporter inhibition counter-screen; Drosophila S2 Gal4-VP16 UAS-luciferase, luminescence, 20 h; Potency, µM (top dose mostly 53.6 µM), inactives show top-dose activity, negative = inhibition, usual class: inhibitors; 310,000 tested, 3.5% active; AID 2546;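 note: Gal4-VP16 expression switched on by copper sulfate through the metallothionein promoter; potency is the fitted concentration of half-maximal effect; % is set by controls: 0 for no effect and ±100 for the full control effect; nearly all actives have a fitted effect of over 50% in size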
FLuc counter: counter-screen for miR-21 project: firefly luciferase inhibitors or activators. purified FLuc, Km substrates, luminescence inhibition. Potency, µM (top dose mostly 57.5 µM), inactives show top-dose activity change, negative = inhibition, most hits filed as inhibitors. P08659. 360,000 tested, 6.9% active;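 note: potency is the fitted concentration of half-maximal effect; plate controls were vehicle for no effect and reference inhibitor for full effect; nearly all actives have a fitted effect of over 55% in size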
Target sequence (P08659 whole entry, looked up): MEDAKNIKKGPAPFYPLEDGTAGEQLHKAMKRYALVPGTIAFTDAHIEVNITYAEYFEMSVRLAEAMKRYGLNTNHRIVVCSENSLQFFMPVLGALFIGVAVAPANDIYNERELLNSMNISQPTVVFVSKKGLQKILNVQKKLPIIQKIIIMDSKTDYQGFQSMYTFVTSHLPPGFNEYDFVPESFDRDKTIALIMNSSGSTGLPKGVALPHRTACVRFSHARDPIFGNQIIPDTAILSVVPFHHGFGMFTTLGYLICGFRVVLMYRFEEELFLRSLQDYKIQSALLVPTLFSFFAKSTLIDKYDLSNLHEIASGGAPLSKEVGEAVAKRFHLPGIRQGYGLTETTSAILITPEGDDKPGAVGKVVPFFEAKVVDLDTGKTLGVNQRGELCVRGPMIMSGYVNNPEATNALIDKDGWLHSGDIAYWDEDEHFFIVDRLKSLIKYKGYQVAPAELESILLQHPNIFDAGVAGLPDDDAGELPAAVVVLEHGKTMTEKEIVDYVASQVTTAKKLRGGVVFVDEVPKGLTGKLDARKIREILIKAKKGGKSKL
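Purified P. pyralis luciferase, 10 nM final, with Km-level 10 uM D-luciferin and 10 uM ATP in 50 mM Tris acetate pH 7.5, 10 mM Mg acetate, 0.01% Tween-20, 0.05% BSA; 6-point qHTS titration about 60 µM downward; luminescence read.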
* hit, by the source's call; u = inconclusive; x = no result given; & = joins results of further samples; [ ] = another dose, or the depositor's remark. Unless noted, calls come from the whole dose curve; as a rule, active = well fitted curve in the direction sought with a large enough effect; inconclusive = small, poorly fitted or top-dose-only effect, or another doubt; inactive = no such curve, though single readings can be large; an effect the other way counts as inactive or inconclusive. A portion of the library; rates above refer to the full screens.

SMILES	RORg inh	NPC1 prom act	PKM2 activator	p53 reactivation	Rab9 promoter act	Menin-MLL TR inh	ELG1 genotoxic	BRCA1 expr act	Giardia kill	Gal4-VP16 FLuc	FLuc counter
N#C/C(=C\c1ccccc1OCC(=O)O)c1nc2ccccc2[nH]1	25%	-3%	x	5%	-3%	7%	-1%	-1%	32[activator]	-12%	u
O=C(N/N=C/c1sc(=O)[nH]c1-[n+]1ccc2ccccc2c1)c1ccccc1[O-]	-34%	-5%	x	u	-1%	x	-1%	76%	4	1%	u
O=C(O)COCC(=O)Nc1ccccc1-c1ccccc1	12%	0%	-4%	-1%	-1%	0%	2%	0%	-17	1%	-16%
CC(OC(=O)CCC(=O)c1ccc(Cl)s1)C(=O)NC1(C#N)CCCCC1 (stereo not drawn)	x	0%	x	12%	1%	x	3%	-14%	0	x	u
COc1ccccc1CNC(=O)COc1ccccc1C	4%	-3%	3%	6%	1%	-17%	-2%	-2%	5	u	-3%
CCOC(=O)[C@H]1[C@H]2COc3ccc(OC)cc3[C@@H]2N2C(=O)CN(Cc3ccc(OC)cc3)C(=O)[C@@]12C	x	0%	x	-6%	-1%	x	-1%	0%	-16	x	-1%
CCc1cc(C(=O)N(CC(C)C)c2c(N)n(Cc3ccccc3)c(=O)[nH]c2=O)sc1C	x	-1%	x	1%	2%	x	5%	6%	-1	x	1%
CNC(=O)CCCCCNS(=O)(=O)c1ccc(C)cc1	-18%	-2%	-2%	1%	2%	-23%	8%	7%	u	-3%	2%
CSc1nnc(C(C)(C)C)c(=O)n1/N=C/c1ccc(Cl)cc1	25%	2%	0%	-2%	-5%	x	-1%	12%	-10	-1%	3%
Oc1ccc2ccccc2c1C=NCc1ccccc1	u	-3%	5%	1%	11%	x	-7%	-29%	3	u	11µM*
Cc1ccccc1NC(=O)C1C2CCC(O2)C1C(=O)O (stereo not drawn)	-36%	-12%	3%	u	-4%	24%	u	13%	8	18%	2%
CN(c1ncnc(N)c1[N+](=O)[O-])C1CCS(=O)(=O)C1 (stereo not drawn)	-31%	4%	-2%	-5%	7%	6%	-15%	27%	-3	-10%	-1%
O=C(NCC1CCCO1)c1cc(-c2ccncc2)nc2ccccc12 (stereo not drawn)	x	-2%	x	1%	2%	x	-1%	-12%	14	x	1%
Cc1c(NC(=O)C(C)OC(=O)CC2CC3CCC2C3)c(=O)n(-c2ccccc2)n1C (stereo not drawn)	6%	-5%	1%	-4%	-3%	-13%	5%	0%	-3	8%	0%
N#CC1=C(N)OC2=C(C(=O)CCC2)C1C1CC=CCC1 (stereo not drawn)	0%	9%	2%	5%	-3%	u	8%	-1%	-11	-10%	6%
CCCn1nnc(NC(=O)COc2ccc(C3CCCCC3)cc2)n1	33%	2%	2%	1%	-2%	-7%	-3%	9%	13	-3%	u
CC(=O)Nc1cccc(NC(=O)c2cccc(-c3ccc(O)cc3)c2)c1	-38%	6%	1%	-4%	10%	u	0%	-29%	-7	-2%	9.5µM*
CCCCc1c(O)nc(SCC(=O)N2CCCCCC2)[nH]c1=O	2%	-3%	0%	8%	0%	0%	3%	-1%	0	3%	1%
Cc1ccc(C(=O)NNC(=O)Cn2ccc(C(F)(F)F)n2)o1	x	0%	x	2%	-3%	x	0%	11%	20	x	-11%
O=S(=O)(c1cccc(Br)c1)N1CCN(CCc2ccccc2)CC1	16%	2%	x	7%	-9%	u	-23%	-30%	-22	3%	2%
N#C/C(C(=O)NCc1ccco1)=C1/SC=C(c2ccccc2)N1c1ccccc1	0%	-2%	9%	-1%	-4%	u	1%	-23%	-6	-13%	2%
O=C(Nc1cc2c(cc1Br)OCCO2)c1cccs1	12%	2.8µM*	-1%	28%	2.5µM*	14%	12µM*	61%	1	-2%	11µM*
COC(=O)c1ccc(CN2C(=O)NC3(CCCc4ccccc43)C2=O)o1 (stereo not drawn)	-13%	0%	2%	-6%	2%	-1%	0%	-1%	7	2%	-1%
CC(Cc1ccccc1)NC(=O)C1CCCNC1=O (stereo not drawn)	8%	0%	-4%	3%	2%	x	1%	10%	11	-2%	0%
COc1ccc(S(=O)(=O)n2nc(OC(C)=O)cc2N(C(C)=O)C(C)=O)cc1	-26%	-3%	-6%	-6%	6%	23%	-2%	-4%	4	-14%	u

Next section
SMILES	RORg inh	NPC1 prom act	PKM2 activator	p53 reactivation	Rab9 promoter act	Menin-MLL TR inh	ELG1 genotoxic	BRCA1 expr act	Giardia kill	Gal4-VP16 FLuc	FLuc counter
COc1ccc(S(=O)(=O)Nc2cc(C)cc(C)n2)c2ccccc12	-2%	0%	-2%	-9%	0%	0%	0%	-38%	1	-5%	-2%
CCN(CC)S(=O)(=O)c1ccc(Cl)c(C(=O)NC2CCN(Cc3ccccc3)CC2)c1	30%	-4%	x	3%	-5%	-17%	-5%	-7%	-24	-18%	1%
CC1CCCCN1C(=O)COC(=O)c1cc(Cl)c2c(c1)OCO2 (stereo not drawn)	x	u	x	18%	u	x	u	11µM*	3	x	2%
Cc1ccc(-n2c(=O)cc(N3CCN(C(=O)c4ccco4)CC3)[nH]c2=O)cc1	38%	1%	1%	-4%	-2%	4%	-7%	3%	7	-1%	2%
COc1ccc(NC(=O)c2ccc(NC(=O)c3cccs3)cc2)cc1	7.1µM*	-1%	3%	-4%	-1%	u	21µM*	-26%	-7	u	-3%
CCn1c(CNC(=O)c2ccco2)nnc1SCC(=O)Nc1cccc(F)c1	1%	0%	-3%	-2%	-6%	2%	-3%	14%	-6	8%	4%
COc1ccccc1Nc1ncccc1[N+](=O)[O-]	-26%	18%	2%[11.5 µM]	2%	1%	u	2%	-35%	-2	16%	1%
O=c1cc(N2CCc3ccccc32)[nH]c(=O)n1Cc1ccc(F)cc1	-1%[10 µM]	-1%	-1%	8%	3%	8%	4%	0%	20	5%	u
Cc1ccc2nc(N3CCN(C=O)CC3)nc(-c3ccccc3)c2c1	u	-10%	0%	-22%	-1%	-16%	-2%	-34%	-2	-6%	9%
Cc1cc(-c2ccc(C(C)C)c(S(=O)(=O)Nc3cc(C)on3)c2)on1	6%	-3%	0%[0.46 µM]	19%	-1%	13%	0%	0%	-17	-4%	1%
CCOC(=O)C1=C(C)NC(C)=C(C(=O)OCC)C1c1ccco1	-6%	-3%	-2%	-4%	-3%	x	0%	-12%	2	17%	-2%
O=C(Nc1nncs1)C1c2ccccc2Oc2ccccc21	-4%	0%	0%	-3%	5%	1%	0%	1%	-2	5%	0%
CCCn1ccnc1SCC(=O)Nc1c(C)n(C)n(-c2ccccc2)c1=O	x	2%	x	4%	-1%	x	4%	-32%	-14	x	-2%
O=[N+]([O-])c1cc(C2Nc3cccc4cccc(c34)N2)ccc1Cl	-8%[10 µM]	u	0%	3%	28%	u	3%	-62%	6	-6%	2%
COc1cccc(CNC(=O)Cn2ccc3cc(S(=O)(=O)N4CCC(C)CC4)ccc32)c1	-5%	0%	1%	5%	-3%	6%	-5%	-37%	-13	-4%	0%&2%
Cc1cc(C)n(S(=O)(=O)c2cccc([N+](=O)[O-])c2)n1	0%	5%	8%	-27%	-2%	26%	-2%	-9%	-29	-2%	0%
COC(=O)Cc1c(C)c2ccc(OCc3nn[nH]n3)cc2oc1=O	27%	1%	2%	-5%	-4%	4%	-2%	3%	4	6%	-10%
O=c1[nH]cnc2c1ncn2[C@@H]1C[C@@H](O)[C@H](CO)O1	-1%	2%	x	3%	-4%	-14%	0%	5%	21	4%	1%
Cc1c(C)c2ccc(OS(C)(=O)=O)c(C)c2oc1=O	29%	7%	10%	-3%	0%	-1%	u	-12%	14	-2%	u
CCC(=O)Nc1cc(C)c(NC(=O)c2ccco2)cn1	2%	1%	4%	11%	-2%	0%	-1%	26%	-11	4%	4%
O=C(Cc1ccccc1)NCCc1cn2ccsc2n1	-8%	2%	7%	11%	11%	-5%[11.7 µM]	2%	2%	-11	7%	-1%
NS(=O)(=O)c1ccc2nc(NC(=O)c3ccncc3)sc2c1	-32%	18%	-6%	8%	23%	u	12%	91%	-19	-22%	6.7µM*
CCc1ncc(CN2CCCC(C(=O)Nc3cccc(-c4ccc(F)cc4)c3)C2)cn1 (stereo not drawn)	u	0%	-8%	-6%	-4%	x	-19%	-10%	-17	1%	3%
CC(=O)c1cnc2nc(SCc3ccc(Cl)cc3)nn2c1C	u	2%	21%	9%	-6%	3%	0%	38%	-14	1%	1%
